# Assay outcomes from PubChem BioAssay.
# Vc quorum ag: inducers of Vibrio cholerae quorum light production without autoinducers, primary screen, BH1578 luxS cqsA deficient, single point | V. cholerae BH1578 lux reporter, luminescence, 6 h | activation, % at 18.7 µM | actives 0.16% (n = 350,000); in the data active means activation mostly above about 9.7%, no sharp cut-off; further: not every result past the cut was called active; inactives centre near 0; reference of the scale not given here
# MazEF act: activators of E. coli MazEF toxin-antitoxin RNase, primary screen, biochemical, fluorescence, uHTS; FAM/BHQ RNA-DNA oligo cleavage fluorescence, 5 h; activation, % at 20 µM; actives 0.32% (n = 350,000); AID 504720, 2011; in the data active means activation above about 50%
# Target sequence (P0AE70 whole entry, looked up): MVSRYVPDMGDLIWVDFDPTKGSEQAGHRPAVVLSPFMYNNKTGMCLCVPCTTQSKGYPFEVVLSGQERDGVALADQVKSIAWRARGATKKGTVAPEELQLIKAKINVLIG
# SARS 3CLpro inh: SARS-CoV 3CLpro protease inhibitors, primary screen, biochemical, quenched FRET. AID 1706, 2009. inhibition, % at 6 µM. recombinant SARS-CoV 3CLpro, quenched FRET peptide cleavage. Replicase polyprotein 1ab (Severe acute respiratory syndrome coronavirus), P0C6X7. actives 0.14% (n = 290,000); in the data active means inhibition above about 12%
# GDH-TPI inh: GDH-TPI coupling enzyme inhibitors, primary screen, artefact control for M. tuberculosis FBA inhibitor project, biochemical, absorbance, full deck. actives 1.2% (n = 360,000). AID 588335, 2011. inhibition, % at 4.8 µM. GDH-TPI coupled enzyme counterscreen, NADH absorbance; in the data active means inhibition above about 30%;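 further: 0% = DMSO wells and 100% = wells lacking the enzyme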
# SSB-PriA inh: inhibitors of Klebsiella pneumoniae PriA binding to SSB C-terminal tail, primary screen, biochemical, AlphaScreen; PriA–SSB C-terminal tail interaction (Klebsiella pneumoniae); AlphaScreen SSBct-PriA binding, biotinylated peptide; inhibition, % at 33 µM; actives 0.6% (n = 430,000); in the data active means inhibition mostly above about 37%, no sharp cut-off; inactive means mostly below about 20%;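 further: plate controls were negative control peptide for no effect and reference peptide for full effect; strong numbers were not always called active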
# Rv3671c protease: Rv3671c serine protease inhibitors, primary screen, biochemical, fluorescence polarization, M. tuberculosis H37Rv; P9WHR9; inhibition, % at 5.96 µM; actives 0.048% (n = 320,000); AID 2606, 2010; in the data active means inhibition above about 38%;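 further: extracellular domain of Rv3671c used as enzyme; 0% = enzyme with DMSO and 100% = no enzyme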
# BioA inh: M. tuberculosis BioA enzyme inhibitors, primary screen, biochemical, plate reader, single point, HTS. 7,8-diaminopelargonic acid synthase BioA (Mycobacterium tuberculosis). purified M. tuberculosis BioA enzyme. inhibition, % at 9.99 µM. actives 0.096% (n = 360,000); in the data active means inhibition above about 40%
# Mtb FBA inh: Mtb FBA enzyme inhibitors, primary screen, biochemical, fluorescence, strain H37Rv. Fructose-bisphosphate aldolase (Mycobacterium tuberculosis (strain ATCC 25618 / H37Rv)), …. purified M. tuberculosis FBA, fluorescence read-out. inhibition, % at 1 µM. actives 2.3% (n = 360,000). AID 588726, 2011; in the data active means inhibition above about 27%;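 further: 0% = vehicle and 100% = reference inhibitor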
# Target sequence (P9WQA3 whole entry, looked up): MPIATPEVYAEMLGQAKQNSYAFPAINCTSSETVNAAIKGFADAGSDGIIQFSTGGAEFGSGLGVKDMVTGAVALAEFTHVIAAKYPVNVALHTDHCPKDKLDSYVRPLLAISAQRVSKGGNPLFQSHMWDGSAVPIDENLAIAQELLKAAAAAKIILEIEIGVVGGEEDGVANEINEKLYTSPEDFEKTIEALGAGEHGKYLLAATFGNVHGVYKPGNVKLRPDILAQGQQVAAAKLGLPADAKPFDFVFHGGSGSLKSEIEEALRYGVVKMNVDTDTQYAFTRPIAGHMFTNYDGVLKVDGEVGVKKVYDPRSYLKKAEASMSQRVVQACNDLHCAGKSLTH
# UGM FP inh: M. tuberculosis UGM enzyme inhibitors, primary screen, biochemical, fluorescence polarization, single point; UDP-galactopyranose mutase (Mycobacterium tuberculosis (strain ATCC 25618 / H37Rv)), …; purified UGM, fluorescence polarization probe displacement; inhibition, % at 10 µM; actives 0.06% (n = 320,000); AID 504406, 2011; in the data active means inhibition above about 10%, passing the limit was not always enough
# Target sequence (P9WIQ1 whole entry, looked up): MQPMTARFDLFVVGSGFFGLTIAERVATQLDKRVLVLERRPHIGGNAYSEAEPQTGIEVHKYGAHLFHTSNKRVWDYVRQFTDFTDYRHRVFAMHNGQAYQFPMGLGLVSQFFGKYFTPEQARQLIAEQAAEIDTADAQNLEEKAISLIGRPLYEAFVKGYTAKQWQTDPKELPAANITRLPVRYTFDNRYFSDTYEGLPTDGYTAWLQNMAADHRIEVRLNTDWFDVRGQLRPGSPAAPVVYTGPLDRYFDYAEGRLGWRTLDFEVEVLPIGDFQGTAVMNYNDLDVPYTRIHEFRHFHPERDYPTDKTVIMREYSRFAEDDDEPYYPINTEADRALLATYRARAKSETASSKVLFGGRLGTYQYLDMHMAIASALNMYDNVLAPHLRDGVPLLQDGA
# DUSP3 inh: VHR1 phosphatase inhibitors, primary screen, biochemical, absorbance, uHTS; actives 0.52% (n = 290,000); recombinant VHR phosphatase, pNPP absorbance; inhibition, % at 13.3 µM; in the data active means inhibition above about 50%; further: some compounds called inactive have numbers as strong as hits
# Target sequence (P51452 whole entry, looked up): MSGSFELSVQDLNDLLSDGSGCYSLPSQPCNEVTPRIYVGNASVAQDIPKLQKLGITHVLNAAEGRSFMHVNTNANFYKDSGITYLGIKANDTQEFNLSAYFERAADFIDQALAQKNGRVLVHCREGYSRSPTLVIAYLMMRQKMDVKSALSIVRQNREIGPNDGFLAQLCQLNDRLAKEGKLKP
# The depositor's hits bear a star; i = inactive; . = not tested or not shown; & = joins results of further samples.
SMILES,Vc quorum ag,MazEF act,SARS 3CLpro inh,GDH-TPI inh,SSB-PriA inh,Rv3671c protease,BioA inh,Mtb FBA inh,UGM FP inh,DUSP3 inh
O=C(CSc1nnc2ccccn12)Nc1ccccc1C(=O)NC1CC1,-16.7,7.1,7.9,-0.9,-3.6,-3.1,0.1,3.1,-0.4,12.8
Cn1cc(CN2CCCC(CO)(Cc3ccccc3)C2)cn1 (centres undefined),0.4,5.6,0.1,2.5,-3.5,-3.1,-1.1,4.7,-1.6,6.5
O=C(NNC(=S)Nc1cccc(Cl)c1)c1ccccc1OC(F)F,-0.3,-5.0,-5.6,3.3,4.7,10.1,.,2.1,0.0,1.7
O=C(NNc1c(Cl)cccc1Cl)C1CCC1,-0.3,2.3,2.7,-6.6,-8.1,8.3,.,1.6,1.8,7.7
COCCn1c(C)cc(C2=NNC(=Nc3ccccc3)SC2)c1C,i,-4.2,4.2,15.2,10.4,7.2,-1.0,-3.1,0.3,8.5
CCc1ccc(-c2nc(CS(=O)CC(=O)NCCCN3CCOCC3)c(C)o2)cc1 (centres undefined),i,0.9,-6.1,-2.6,-0.4,-11.3,-0.5,0.4,-1.1,20.9
Cc1ccc(-c2nnc(SCC(=O)NC(=O)Nc3ccc(C)cc3C)n2N)cc1,-0.3,7.9,5.1,5.7,-12.9,-3.4,.,-2.6,1.3,-4.6
O=C1NC(=S)NC(=O)C1=Cc1ccc(OCc2ccccc2)cc1,-3.3,-27.8,.,4.3,-13.0,.,-3.0,25.1,.,.
CCOc1ccc(S(=O)(=O)Nc2cccc(C(=O)NCC(C)(C)N3CCOCC3)c2)cc1,-2.9,1.0,.,-10.0,-11.0,0.2,.,-0.8,-1.5,.
COc1ccc2[nH]c3c(NCCCOC(C)C)ncnc3c2c1,i,5.9,0.6,2.2,7.3,8.1,.,99.5*,1.5,11.3
CC1Oc2ccccc2OC1C(=O)Nc1nccs1 (centres undefined),i,1.8,0.1,7.1,-11.4,6.8,-0.7,1.8,-1.6,2.3
CC(=O)OC[C@H]1O[C@@H](Oc2cc(O)cc3oc(-c4ccc(O)cc4)cc(=O)c23)[C@H](O[C@@H]2O[C@@H](C)[C@H](O)[C@@H](O)[C@H]2O)[C@@H](O)[C@@H]1O,-0.2,2.4,.,32.8*,10.1,-1.5,-1.0,12.7,1.8,.
Cc1cc(-n2c(C)cc(C(=O)COc3ccccc3[N+](=O)[O-])c2C)no1,-0.3,4.8,2.4,0.7,8.0,-1.3,.,-1.6,-0.9,13.0
CC1(c2cccc(Br)c2)NC(=O)N(CC(=O)Nc2cccnc2Cl)C1=O (centres undefined),i,-4.1,0.1,7.2,-15.2,1.6,0.4,-1.5,-4.0,32.2
CCCC[C@@H]1CNC(=S)N1CCCC,-0.4,5.6,0.7,-3.6,-3.2,-0.8,0.8,1.3,-4.1,-4.1
O=C(C[C@@H]1C/C=C\CCC(=O)OC[C@@H]2CCCN2C1=O)N[C@H](CO)Cc1ccccc1,-1.4,5.1,.,1.7,.,4.0,0.6,1.1,-0.3,.
CCOC(=O)C1CCCN1C(=O)c1ccc(OC)c(Br)c1 (centres undefined),i,3.3,2.3,6.1,-1.8,-9.2,-0.4,-1.4,0.2,-14.4
CN(C)S(=O)(=O)c1ccc2nc(NC(=O)c3cccnc3)sc2c1,-0.7,-5.1,-1.0,36.1*,4.6&5.0,-20.8,6.2,0.5,-0.9,10.7
CON(C)S(=O)(=O)NC(=O)C1=C(N2CCCC2)COC1=O,i,10.2,.,-3.1,-0.1,-3.9,12.5,0.0,0.6,.
O=c1[nH]c(CN2CCN(S(=O)(=O)/C=C/c3ccccc3)CC2)nc2cc(Cl)ccc12,i,-6.4,4.7,1.2,0.3,3.1,-1.9,1.6,-1.3,-7.9
O=C(COc1ccc(S(=O)(=O)N2CCOCC2)cc1)Nc1cccc([N+](=O)[O-])c1,-0.7,0.6,-6.8,3.1,-2.0,-5.1,0.0,-0.6,2.2,27.9
COc1ccccc1N(CC(=O)NCCSCc1cccc(Cl)c1)S(C)(=O)=O,-10.0,-5.0,0.9,11.2,-4.7,-1.4,-1.1,10.4,-3.3,.
COc1ccc(CCNC(=O)CNS(=O)(=O)c2ccc(Cl)cc2)cc1,-1.0,9.7,.,-6.1,-3.1,5.9,0.8,0.2,2.1,.
Cc1nn(C)c(C(=O)Nc2ccc3c(c2)OCO3)c1[N+](=O)[O-],-0.1,7.5,-3.1,1.0,-0.8,.,-1.8,0.6,0.2,12.9
c1cc(-c2cnc3cccnn23)c2cccnc2c1,i,.,.,16.4,.,.,1.3,37.7*,.,.
# (listing goes on)
SMILES,Vc quorum ag,MazEF act,SARS 3CLpro inh,GDH-TPI inh,SSB-PriA inh,Rv3671c protease,BioA inh,Mtb FBA inh,UGM FP inh,DUSP3 inh
COc1ccc(C(=O)NN(C)c2nc(-c3ccccc3)nnc2C(F)(F)F)cc1,1.0,-12.8,-1.2,6.4,0.0,-8.8,0.4,3.1,-0.1,17.7
C=CCSc1ncc(CO)n1Cc1ccccc1,i,-10.1,1.1,-3.8,-5.6,1.4,.,-0.8,4.5,9.6
C/C(=N/OC(=O)c1c(-c2c(F)cccc2Cl)noc1C)c1cnccn1,-0.4,0.8,-1.5,-14.6,.,-0.6,.,-3.5,-0.4,21.9
CN(c1ccccc1C(=O)N1CCN(Cc2ccc3c(c2)OCO3)CC1)S(C)(=O)=O,-1.0,6.1,9.4,-3.5,-15.6,6.5,.,0.7,0.8,12.0
CCn1nnc(NC(=O)COc2cc(C)ccc2C(C)C)n1,i,-1.5,2.4,-9.6,-0.6,1.4,0.3,-1.2,-2.4,-11.0
O=C1/C(=C\c2ccccc2)CCc2c1[nH]c1ccccc21,i,-4.8,-6.5,24.1,-8.9,-9.7,0.4,1.2,1.9,13.2
Cc1cc(C(=O)N/N=C/c2ccc(OCc3ccccc3)cc2)c(C)o1,-0.2,25.2,-3.6,14.7,.,-5.6,.,0.5,0.3,3.1
Cc1nn(CC(=O)Nc2ccc(C(C)C)cc2)c(C)c1[N+](=O)[O-],i,0.5,-2.4,5.2,-4.2,-0.9,0.3,-1.3,-0.8,5.1
CCN(CC)C(=O)[C@H]1C[C@H](CC(=O)NCCN2CCOCC2)C(=O)N2CCc3c([nH]c4ccc(Cl)cc34)[C@]12C,-1.0,27.3,.,5.7,-9.5,.,-0.1,1.1,.,.
COc1cccc(NC(=O)COC(=O)c2ccc3c(c2)OCO3)c1,i,6.4,.,-6.7,1.0,.,0.2,-1.4,.,.
Fc1ccc(-n2c(-c3ccc4ccccc4n3)n[nH]c2=S)cc1Cl,i,6.1,6.4,8.8,-3.1,3.4,0.4,0.3,2.5,-6.4
Cc1ccc(C(=O)NC(=S)Nc2cccc3c(C)cc(C)nc23)cc1,11.4,0.8,1.4,27.3,5.5,6.2,-0.1,-1.3,0.6,20.8
CC(C)Oc1ccc(C(=O)NC2=NCCS2)cc1,-0.8,1.7,4.4,-1.2,0.1,3.4,.,-1.3,-0.4,-9.8
CCOc1cc(N2CCOCC2)c(OCC)cc1NC(=O)COC(=O)c1ccc(Cl)cc1N,-0.6,7.3,.,-3.5,2.0,5.0,-1.6,2.9,1.4,.
CCc1nnc(NC(=O)C(CC)CC)s1,-0.3,-1.7,-1.1,12.1,3.7,0.4,-6.4,4.5,2.5,15.2
CC1(C(=O)Nc2ccc3c(c2)OCO3)CCN1C(=O)c1ccccc1 (centres undefined),i,.,.,1.8,.,.,-0.7,-2.6,.,.
O=C(Nc1ccc(O)cc1)/C(=C\C=C\c1ccccc1)NC(=O)c1ccccc1,-4.2,8.9,4.3,74.0*,1.1,-4.2,-0.4,1.4,-2.5,8.5
CCN1CCN(CCCNC(=O)C(=O)c2c(C)[nH]c3ccccc23)CC1,-0.3,3.0,1.1,23.2,-2.3,8.9,-1.3,-1.4,-0.4,-7.5
O=C(/C=C(\O)c1ccc(Cl)cc1)C(=O)NNC(=O)C(O)(c1ccccc1)c1ccccc1,i,8.1,1.5,-1.1,.,15.0,-0.9,-2.3,-0.4,14.0
COc1ccc(/C=C(\C#N)C(=O)NCC2CCCO2)cc1OC (centres undefined),-0.4,-2.0,4.5,20.1,-3.6,4.4,-0.9,-6.1,1.4,10.5
Cc1ccnc(SCc2nc3ccccc3s2)n1,-0.6,9.6,-1.0,-3.2,-12.2,-2.0,.,5.0,1.1,18.6
Cc1ncc(CN2CCC(CO)(Cc3ccccc3)CC2)s1,-0.5,-8.8,-4.3,0.0,-4.7,9.0,.,3.3,0.6,20.4
CCOC(=O)c1c(-c2ccccc2)nc2ccc(C)cn12,i,2.5,1.6,3.9,-8.4,2.4,1.7,1.7,3.0,48.7
O=C(CN1CCOCC1)Nc1ncc(Cc2cccc3ccccc23)s1,-0.5,1.0,-1.9,-15.5,5.8,-6.7,0.2,-0.6,-0.1,-7.9
CCOc1ccc(NC(=O)c2ccc3c(=O)n(-c4ccc(OC)cc4OC)c(=S)[nH]c3c2)cc1,0.4,.,4.7,3.8,.,-9.1,0.0,-0.7,-0.8,35.0
# Remaining list, next part.
SMILES,Vc quorum ag,MazEF act,SARS 3CLpro inh,GDH-TPI inh,SSB-PriA inh,Rv3671c protease,BioA inh,Mtb FBA inh,UGM FP inh,DUSP3 inh
O=C(O)c1ccc(C(=O)Nc2ccc(F)cc2)cc1,1.1,4.5,.,-1.7,-6.5,3.4,0.3,-1.9,-1.5,.
O=C1CCC(C(=O)N2CCc3c(Cl)cccc3C2)CN1CCCN1CCOCC1 (centres undefined),0.5,4.5,1.6,0.7,-3.9,.,0.5,-1.4,-3.7,7.4
O=C(CNC(=O)c1ccc(S(=O)(=O)N2CCCC2)cc1)N/N=C/c1ccc(F)cc1,-0.3,5.1,0.1,1.9,.,-5.4,.,1.1,0.4,-11.3
O=C(NCc1nc2ccccc2[nH]1)c1ccccc1F,i,4.9,-2.9,-11.7,-5.9,-5.7,0.8,3.8,1.7,13.3
O=C(O)c1cc(-c2ccccc2)on1,i,3.1,1.0,5.0,5.3&7.0,0.9,-1.0,2.1,-1.7,7.8
Cc1ccc(-c2nc(NC(=O)c3cc(C(C)(C)C)nn3C)sc2C)cc1Cl,-0.5,-1.3,3.4,13.1,-8.3,-9.0,-1.5,-0.9,4.1,24.9
ClCCN(CCCl)c1ccc(C=NNc2ncccn2)cc1,-0.8,7.4,.,57.3*,4.2,.,-0.8,1.2,.,.
CCN1CCN(c2ccc(NC(=O)c3ccc(Cl)c(N4CCCC4=O)c3)cc2)CC1,-0.3,5.8,-1.5,6.2,-3.0,0.7,7.5,0.8,2.9,-1.0

# Compound profiles, from the list above.
# Entry for CCN1CCN(c2ccc(NC(=O)c3ccc(Cl)c(N4CCCC4=O)c3)cc2)CC1 → Vc quorum ag: -0.3; MazEF act: 5.8; SARS 3CLpro inh: -1.5; GDH-TPI inh: 6.2; SSB-PriA inh: -3.0; Rv3671c protease: 0.7; BioA inh: 7.5; Mtb FBA inh: 0.8; UGM FP inh: 2.9; DUSP3 inh: -1.0
# Entry for O=C(O)c1cc(-c2ccccc2)on1 → Vc quorum ag: i; MazEF act: 3.1; SARS 3CLpro inh: 1.0; GDH-TPI inh: 5.0; SSB-PriA inh: 5.3&7.0; Rv3671c protease: 0.9; BioA inh: -1.0; Mtb FBA inh: 2.1; UGM FP inh: -1.7; DUSP3 inh: 7.8

# Not all compounds are listed; rates above refer to the full screens.
